Bioassay records as filed in PubChem BioAssay.
Tau fluor counter = counter-screen for tau fibril formation inhibitors; tau K18 P301L (four-repeat tau fragment) Alexa594 fluorescence, heparin fibrillization; 280,000 tested, 0.93% active; Potency, µM (highest dose often 57.7 µM), without a hit: top-dose activity change, negative = decrease; also: potency is read from the fitted curve at half-maximal effect; % is scaled to controls: 0 for no effect and ±100 for the full control effect; nearly all actives have a fitted effect of over 55% in size
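Human K18 P301L tau (15 uM unlabeled plus 0.24 uM Alexa 594-labeled, final) in 100 mM sodium acetate pH 7 was mixed with compound and 20 uM heparin and incubated 6 hr at 37 C.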
Tau fibril FP = inhibitors of human tau fibril formation. P10636. K18 P301L tau heparin fibrillization, Alexa594 FP, 6 h. Potency, µM (series often up to 57.7 µM), for inactives: at the highest dose activity, negative = inhibition, most hits filed as inhibitors. 280,000 tested, 0.39% active. AID 1468; also: potency is read from the fitted curve at half-maximal effect; % is scaled to controls: 0 for no effect and ±100 for the full control effect; nearly all actives have a fitted effect of over 55% in size
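Read-out: fluorescence polarization of Alexa 594-labeled tau (0.24 uM), 555 nm excitation, 632 nm emission. Mixtures held 15 uM unlabeled K18 P301L, compound and 20 uM heparin, pH 7 acetate buffer, incubated 6 hr at 37 C.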
CBFb RUNX1 block = inhibitors of human CBF-beta and RUNX1 interaction. Q01196+Q13951. 230,000 tested, under 10 active. AlphaScreen CBFb-His/RUNX1-biotin binding, biochemical. AID 1477. Potency, µM (series often up to 59.8 µM), for the others: at the highest dose activity, negative = inhibition, hits mostly inhibitors; also: % of control where 0% means no effect
Target sequence (Q01196 whole entry, looked up): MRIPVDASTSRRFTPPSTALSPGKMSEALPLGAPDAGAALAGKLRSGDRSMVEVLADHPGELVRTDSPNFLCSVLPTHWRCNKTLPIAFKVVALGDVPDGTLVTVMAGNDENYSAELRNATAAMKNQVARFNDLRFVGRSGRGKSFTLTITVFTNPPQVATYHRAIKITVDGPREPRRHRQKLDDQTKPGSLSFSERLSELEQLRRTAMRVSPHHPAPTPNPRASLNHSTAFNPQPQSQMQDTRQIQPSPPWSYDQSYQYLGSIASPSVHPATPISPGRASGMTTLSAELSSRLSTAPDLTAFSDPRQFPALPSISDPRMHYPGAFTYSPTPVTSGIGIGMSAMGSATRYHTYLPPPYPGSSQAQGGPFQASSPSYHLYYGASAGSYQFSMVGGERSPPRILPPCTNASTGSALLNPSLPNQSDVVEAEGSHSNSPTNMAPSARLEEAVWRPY
Target sequence (Q13951 whole entry, looked up): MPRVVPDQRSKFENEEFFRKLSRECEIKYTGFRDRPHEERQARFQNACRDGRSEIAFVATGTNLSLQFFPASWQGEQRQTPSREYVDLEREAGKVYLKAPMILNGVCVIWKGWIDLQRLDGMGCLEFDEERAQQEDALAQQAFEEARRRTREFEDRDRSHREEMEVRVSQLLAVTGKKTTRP
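Compounds were screened at multiple concentrations against a preformed CBF-beta(His)/RUNX1(biotin) complex (30 nM of each) for 15 min at room temperature, followed by 90 min with nickel and streptavidin beads and AlphaScreen reading.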
Epigenetic reg = regulators of epigenetic silencing causing reporter derepression in mouse cells. murine LDR cells, GFP reporter derepression, 30 h. Potency, µM (doses to about 53.9 µM), for the others: top-dose GFP activation, most hits filed as activators. 280,000 tested, 0.2% active; also: potency is read from the fitted curve at half-maximal effect; % of control where 0% means no effect; nearly all actives have a fitted effect of over 60% in size
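Readout is the number of GFP-expressing murine LDR cells, counted by cytometry following washing. Cells were treated with compound for 30 h at 37 C; the stably integrated CMV-GFP locus is normally silent.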
TexasRed fluor = Texas Red fluorescence interference in TRb-SRC2 counter-screen; Potency, µM (titrated, usually from 106 µM), for the others: at the top dose fluorescence change, negative = quenching; 280,000 tested, 0.29% active; TRb/SRC2 Texas Red total fluorescence interference; active = well fitted curve in either direction with a large enough effect; inconclusive = small, poorly fitted or top-dose-only effect; also: potency is read from the fitted curve at half-maximal effect; % is scaled to controls: 0 for no effect and ±100 for the full control effect
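Human TRβ ligand-binding domain (0.6 uM) and Texas Red SRC2 peptide (20 nM) in Tris buffer with 1 uM T3 and 5% DMSO were incubated with pinned compound for 5 hr at ambient temperature. Total fluorescence was computed as S + 2P (555/632 nm).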
NPSR antagonist = blocks cAMP signaling of the human neuropeptide S receptor | CHO-NPSR cells, cAMP TR-FRET, antagonist mode | Potency, µM (top dose mostly 38.3 µM), for the others: at the top dose activity change, negative = inhibition, usual class: inhibitors | 220,000 tested, 1% active | AID 1461; also: potency is read from the fitted curve at half-maximal effect; % is scaled to controls: 0 for no effect and ±100 for the full control effect; nearly all actives have a fitted effect of over 50% in size; many of its hits are not listed in these tables
GLA spleen mod = inhibitors or activators of human alpha-galactosidase in spleen homogenate; Potency, µM (titrated, usually from 80 µM), for the others: at the top dose activity change, negative = inhibition, usual class: inhibitors; human spleen homogenate, 4MU-alpha-Gal fluorescence, 40 min; 240,000 tested, 0.008% active; P06280;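 also: potency is read from the fitted curve at half-maximal effect; 0% = enzyme with vehicle and -100% = no enzyme basal signal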
Target sequence (P06280 32-429 limits assumed): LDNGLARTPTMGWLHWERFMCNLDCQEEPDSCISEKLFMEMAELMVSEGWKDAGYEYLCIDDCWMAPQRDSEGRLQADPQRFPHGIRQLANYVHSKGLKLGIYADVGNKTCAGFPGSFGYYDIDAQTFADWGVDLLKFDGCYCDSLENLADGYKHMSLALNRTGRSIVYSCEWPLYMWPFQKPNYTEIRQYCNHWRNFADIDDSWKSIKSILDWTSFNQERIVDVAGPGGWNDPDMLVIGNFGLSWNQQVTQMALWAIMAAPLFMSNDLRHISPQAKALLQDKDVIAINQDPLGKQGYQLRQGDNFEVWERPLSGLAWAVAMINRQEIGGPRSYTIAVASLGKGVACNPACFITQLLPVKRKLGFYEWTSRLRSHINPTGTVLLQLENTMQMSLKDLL
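Fluorogenic readout (Ex 365/Em 440 nm) of 4-methylumbelliferone released from 1 mM 4-MU-alpha-galactoside by spleen homogenate, 40 min at 37C, pH 5.0. Data normalized to no-enzyme and enzyme controls; Hill-equation AC50 from compound titrations.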
TRb SRC2 PPI = disrupts binding of human TR beta to SRC2; Potency, µM (top dose mostly 106 µM), inactives show top-dose activity change, negative = inhibition, usual class: inhibitors; AID 1469; P10828; 280,000 tested, 0.065% active; TRbeta-SRC2 peptide binding, fluorescence polarization; receptor liganded with 1 µM T3;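 also: potency is read from the fitted curve at half-maximal effect; plate controls were bound peptide for no effect and peptide without receptor for full effect; nearly all actives have a fitted effect of over 50% in size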
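Polarization signal, normalized between peptide-alone and full complex controls, measured compound effects on T3-liganded human TRb LBD (0.6 uM) binding 20 nM Texas Red SRC2 peptide after 5 hr.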
Numbers without * were called inactive; ? = inconclusive; . = no result given; & = joins results of further samples; [ ] = another dose, or the depositor's remark. Unless noted, calls follow the shape of the dose curve; as a rule, active = well fitted curve in the direction sought with a large enough effect; inconclusive = small, poorly fitted or top-dose-only effect, or another doubt; inactive = no such curve, though single readings can be large; an effect the other way counts as inactive or inconclusive. A portion of the library. The share of hits here may be higher or lower than overall.

The first 2 entries, to show the layout:
SMILES	Tau fluor counter	Tau fibril FP	CBFb RUNX1 block	Epigenetic reg	TexasRed fluor	NPSR antagonist	GLA spleen mod	TRb SRC2 PPI
CC(C)(C)C(=O)NC1=NCCS1	-5%	2%	0%	-1.1%	2%	12%[46.1 µM]	3%	-5%
CCCNC(=O)COC(=O)c1ccccc1C(=O)c1ccc(Cl)c([N+](=O)[O-])c1	-15%	-1%	5%	1.4%	-2%	?	3%	7%

The whole of this part, previewed entries included:
SMILES	Tau fluor counter	Tau fibril FP	CBFb RUNX1 block	Epigenetic reg	TexasRed fluor	NPSR antagonist	GLA spleen mod	TRb SRC2 PPI
CC(C)(C)C(=O)NC1=NCCS1	-5%	2%	0%	-1.1%	2%	12%[46.1 µM]	3%	-5%
CCCNC(=O)COC(=O)c1ccccc1C(=O)c1ccc(Cl)c([N+](=O)[O-])c1	-15%	-1%	5%	1.4%	-2%	?	3%	7%
Cc1cccc(NC(=S)NC2CC3CCCC(C2)N3Cc2ccco2)c1 (stereo unspecified)	-4%	-2%	1%	9.1%	0%	-9%	-10%	-10%
OC(CON=C1c2ccccc2-c2ccccc21)CN1CCNCC1 (stereo unspecified)	-7%	2%	4%	1.1%	-4%	19%	0%	-3%
O=C(NCc1ccccc1)C1=C[C@@H](c2ccc(Br)cc2)C[C@@H](OCCCCO)O1	-17%	-3%	1%	0.0%	-2%	?	-3%	-3%
c1ccc2cc(-c3cc4ccccn4c3)ccc2c1	-25%	8%	-7%	-1.1%	1%	-4%[46.1 µM]	-8%	-3%
O=C(O)CC1Sc2nc3ccccc3n2C1=O (stereo unspecified)	-8%	3%	-1%	-1.8%	1%	0%[46.1 µM]	-1%	2%
COc1ccc(N/C=C/C(=O)c2ccc(Oc3ncccn3)cc2)cc1	-18%	-5%	-7%	-0.3%	0%	-10%[46.1 µM]	-12%	-1%
COc1ccc(C(C#N)N2N=C(C)CC2(C)C)cc1 (stereo unspecified)	-6%	-9%	8%	1.8%	0%	-5%[46.1 µM]	0%	1%
Nc1cc(=O)[nH]c(SCC(=O)Nc2ccc(S(=O)(=O)N3CCOCC3)cc2)n1	-8%	2%	5%	0.1%	-3%	-3%[46.1 µM]	5%	-6%
Cc1ccc(C(=O)N/C(=C/c2ccc(Cl)cc2)C(=O)Nc2cccc(C(=O)O)c2)cc1	-6%	4%	-3%	-0.9%	0%	7%	-2%	8%
O=C(NCc1ccco1)Nc1ccc2nsnc2c1	-6%	-3%	1%	0.0%	2%	-6%[46.1 µM]	2%	2%
Cn1cccc1P(=O)(c1cccn1C)c1cccn1C	-8%	-2%	6%	-1.0%	-3%	-12%[46.1 µM]	-12%	3%
CCOc1ccc(NC(=O)CSc2nnc(CC)c(CC)n2)cc1	-4%	7%	.	-1.8%	-1%	.	.	-4%
CSCc1nnc(NC(=O)c2ccc(S(=O)(=O)N(CC(C)C)CC(C)C)cc2)o1	-5%	3%	-27%	-2.2%	-3%	1%[46.1 µM]	0%	-4%
Cc1ccc(SCc2ccc(C(=O)Nc3cccnc3)cc2)cc1	10%	10%	-23%	-1.3%	-1%[53 µM]	0%	-3%	5%[53 µM]
CC(C)OCCCN1C(=O)c2[nH]nc(-c3ccccc3O)c2C1c1ccccc1F (stereo unspecified)	-23%	3%	.	0.8%	1%	.	.	1%
COC(=O)Nc1ccc2[nH]cc(CCNC(C)=O)c2c1	0%&-3%	-8%&1%	2%	0.0%&4.3%	-3%&-5%&-1%	.	-10%&0%&-3%	-3%&-1%&1%
O=C(Nc1nnc(SCc2c(Cl)cccc2Cl)s1)C1CC(=O)N(c2ccc3c(c2)OCCO3)C1 (stereo unspecified)	-7%	7%	-24%	0.0%	1%	-32%	-8%	-1%
O=C1CC(c2nc3ccccc3[nH]2)CN1Cc1ccccc1 (stereo unspecified)	-1%	-3%	9%	-0.8%	-3%	6%[46.1 µM]	6%	-13%
COC(=O)c1cc(NC(=O)CN2C(=O)CSC2=O)ccc1Cl	4%	3%	-2%	-7.9%	0%	-6%[46.1 µM]	-1%	-11%
Cc1cccc(S(=O)(=O)NNC(=O)c2sc(C)nc2C)c1	3%	7%	-2%	1.0%	-1%	15%	1%	-4%
CC(Oc1cccc(F)c1)c1ccnc2nc(/N=C/N(C)C)nn12 (stereo unspecified)	-3%	-2%	-7%	-0.1%	0%	0%	-4%	-12%
COc1ccc(C2NC(=O)N(C)C3=C2C(=O)CC(C)(C)C3)cc1OC (stereo unspecified)	9%	-8%	7%	-1.5%	-1%	16%	3%	-2%
COc1ccc(N(C(=O)Cn2nnc3ccccc32)C2(C(=O)NC3CCCC3)CCCCC2)cc1	5%	4%	-3%	-2.3%	-3%	?	-7%	-4%
COc1cc2c(cc1NC(=O)COc1cc(C)cc(C)c1)oc1ccccc12	-12%	-1%	.	0.0%	-4%	.	.	-6%
CCn1c(SCC(=O)NCc2ccccc2)nnc1-c1ccccc1O	10%	2%	-1%	-1.0%	0%	2%[46.1 µM]	-8%	0%
COc1ccccc1-c1cc(C(F)(F)F)nc(S(=O)(=O)CCCC(=O)Nc2cccnc2Cl)n1	17%	13%	-5%	-2.2%	-3%	?	3%	-5%
Cc1nc2ccccn2c1C(=O)NN	-3%	2%	-11%	-0.9%	-6%	-2%[46.1 µM]	-8%	3%
Cc1ccc(NC(=O)c2sc(-n3nc(C)c(Cc4ccc5c(c4)OCO5)c3C)nc2C)cc1Cl	-18%	?	.	-2.4%	8%	.	.	-1%
O=C(Nc1ccc2c(c1)CCC2)Nc1ccc2c(c1)OCO2	?	6%	5%	-1.2%	-6%	6%	0%	-1%
O=C(O)C1CCCN1c1ncccc1[N+](=O)[O-] (stereo unspecified)	-1%	-1%	12%	3.4%	-3%	6%	0%	5%
CCOP(=O)(OCC)C(NC(C)=O)C(=O)c1ccccc1 (stereo unspecified)	2%	-3%	2%	-0.4%	0%	7%	6%	6%
Cc1nc([N+](=O)[O-])cn1CCC#N	-3%	6%	0%	0.0%	1%	-34%	7%	5%
COC(=O)c1ccc(/C=N/Nc2nc(N3CCCCC3)nc(N3CCCCC3)n2)cc1	-2%	0%	-7%	0.2%	-1%	-3%	8%	-6%
COc1ccc(-n2nc3cc(C)c(NC(=O)c4cccnc4)cc3n2)cc1	-14%	-13%	1%	1.9%	-2%	-5%[46.1 µM]	14%	0%
CC1CCC2C(=O)N3C(CCC(C)C3c3ccc(-c4ccco4)cc3)C(=O)N2C1c1ccc(-c2ccco2)cc1 (stereo unspecified)	0%[11.6 µM]	-3%[11.6 µM]	?	2.2%[10.1 µM]	-10%[11.2 µM]	.	-16%[17.5 µM]	9%[11.2 µM]
O=C(/C=C/c1ccc(Br)cc1)N1CCN(c2cccc(C(F)(F)F)c2)CC1	8%	0%	-8%	3.0%	-1%	-26%	12%	-6%
Cc1ccc(-c2c(C#N)c(N)n3c(nc4ccccc43)c2C#N)cc1	?	?	?	0.0%	0%	-8%[46.1 µM]	-8%	7%
Cc1ccc(-n2ncc3c(=O)[nH]c(SCC(=O)N4CCCCC4)nc32)cc1	1%	8%	14%	0.0%	-3%	-9%[46.1 µM]	21%	-5%

Quoted from the listing:
CC1CCC2C(=O)N3C(CCC(C)C3c3ccc(-c4ccco4)cc3)C(=O)N2C1c1ccc(-c2ccco2)cc1 (stereo unspecified) – GLA spleen mod: -16%[17.5 µM]
O=C(/C=C/c1ccc(Br)cc1)N1CCN(c2cccc(C(F)(F)F)c2)CC1 – CBFb RUNX1 block: -8%
Cc1ccc(-n2ncc3c(=O)[nH]c(SCC(=O)N4CCCCC4)nc32)cc1 – GLA spleen mod: 21%
Cc1nc([N+](=O)[O-])cn1CCC#N – TRb SRC2 PPI: 5%

Compound profiles (already shown). Order of screens: Tau fluor counter | Tau fibril FP | CBFb RUNX1 block | Epigenetic reg | TexasRed fluor | NPSR antagonist | GLA spleen mod | TRb SRC2 PPI
Cc1ccc(-c2c(C#N)c(N)n3c(nc4ccccc43)c2C#N)cc1 is listed as ? | ? | ? | 0.0% | 0% | -8%[46.1 µM] | -8% | 7%
Cc1nc([N+](=O)[O-])cn1CCC#N is listed as -3% | 6% | 0% | 0.0% | 1% | -34% | 7% | 5%

(further entries)
SMILES	Tau fluor counter	Tau fibril FP	CBFb RUNX1 block	Epigenetic reg	TexasRed fluor	NPSR antagonist	GLA spleen mod	TRb SRC2 PPI
O=C1CCCC(O)=C1C=Nc1cccc(C(F)(F)F)c1	-3%	-5%	10%	-0.1%	-1%	-18%	5%	-2%
Brc1ccc(-c2nc3ccccn3c2Nc2ccc3c(c2)OCCO3)o1	?	9%	.	-2.1%	-2%	.	.	-4%
Cn1cccc1/C=C1\SC(=O)N(CC(=O)Nc2ccc(Cl)cc2)C1=O	?	-9%	-2%	-1.3%	-2%	-14%[46.1 µM]	17%	-1%
CCCCc1ccc(NC(=S)NCc2cccc(OC)c2)cc1	?	-14%	2%	-1.3%	-1%	-42%	1%	-1%
Cc1cc(C)c2c(c1)OC(O)(C(F)F)CC2=O (stereo unspecified)	4%	-6%	6%	-3.9%	-3%	-6%[46.1 µM]	7%	-5%
COCCCn1c2nc3ccccc3nc2c2c(=O)n(CC3CCCO3)cnc21 (stereo unspecified)	-12%	0%	5%	0.0%	2%	-4%[46.1 µM]	17%	-14%
O=C(Cc1ccc(Cl)cc1)Nc1ccc(-c2nnc(-c3ccco3)o2)cc1	?	-16%	2%	9.3%	-2%	-11%[46.1 µM]	0%	10%
CC(=O)c1ccc(NC(=O)CSc2nnc(Cc3cccn3C)n2-c2ccc(F)cc2)cc1	-20%	5%	-14%	-1.0%	-1%	-25%[46.1 µM]	-6%	-3%
NC(=O)C1CCN(C(=O)CN2C(=O)c3ccccc3S2(=O)=O)CC1	5%	6%	3%	2.2%	-1%	2%[46.1 µM]	-13%	0%
